# TTR transcr act – increases transthyretin transcription | 1.3% of 92,000 active | activation, % at 16.7 µM | AID 1117267 | SH-SY5Y TTR promoter Gaussia luciferase, luminescence; 100% = recombinant luciferase protein wells;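 active means activation above the mean of all tested compounds plus 3 SD, cut at about 9.5% in these data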;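 further: cells exposed to compounds for one day before reading; 0% = median of all test compound wells on the plate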
# Active calls of the source: *. Some of the compounds tested (hit frequency here may not be typical).
# Sample of the layout, 4 compounds:
TTR transcr act	SMILES
-0.1	CC(=O)Oc1cccc(Nc2ncnc3ccccc23)c1
-1.9	COc1ccc(N2CCN(CCCn3ccc(NC(=O)OCc4ccccc4)nc3=O)CC2)cc1
1.2	COc1ccc(CCNC(=O)c2c(-c3ccccc3)noc2C)cc1OC
-0.2	Cc1ccc(C)c(Cn2nnc3c(=O)[nH]c(C(=O)NCC4CCCO4)nc32)c1 (stereo not drawn)

# The list itself, previewed entries included:
TTR transcr act	SMILES
-0.1	CC(=O)Oc1cccc(Nc2ncnc3ccccc23)c1
-1.9	COc1ccc(N2CCN(CCCn3ccc(NC(=O)OCc4ccccc4)nc3=O)CC2)cc1
1.2	COc1ccc(CCNC(=O)c2c(-c3ccccc3)noc2C)cc1OC
-0.2	Cc1ccc(C)c(Cn2nnc3c(=O)[nH]c(C(=O)NCC4CCCO4)nc32)c1 (stereo not drawn)
-0.7	CCOC(=O)N1CCN(C(=O)C2CCCN(c3nc4ccc(OCC)cc4s3)C2)CC1 (stereo not drawn)
-1.6	COC(=O)CC1CCc2cc(C)cc(C(CC(C)C)NC(=O)[C@H](CC(C)C)NC(=O)OCc3ccccc3)c2O1 (stereo partly drawn)
3.1	O=C(Cc1ccc(Br)cc1)N1CCN(c2ccccc2)CC1
-0.8	CCC(=O)Nc1cccc2cccnc12
-0.1	COC(=O)c1sccc1NC(=O)c1ccccc1C(=O)O
-0.1	CC(C)(C)OC(=O)N(CCc1ccccc1)Cc1ccc(OCc2cccc(NC(=O)C3CCCC3)c2)cc1
-2.1	COc1ccccc1C1CCN(C(=O)c2cnn(-c3ccccc3)c2C)CC1
1.3	O=C(CN(Cc1ccc(F)cc1)C(=O)CCC(=O)Nc1nccs1)NCc1ccccc1
2.0	CN1CCCC(OC(=O)c2cc(F)c(F)c(F)c2F)C1 (stereo not drawn)
-0.4	COc1ccc(/C=N/Nc2ncc(Br)cn2)c(OC)c1
-1.3	CN(C)C(=O)c1cccc(-c2cnc3c(NC=O)cc(-c4ccc(C(=O)N5CCOCC5)cc4)cn23)c1
0.4	Cc1cc(C)n(C(=O)c2ccc(NC(=O)C3CC3)cc2)n1
-0.6	Cc1cccc(-n2ccnc2SCC(=O)c2c(N)n(C3CC3)c(=O)[nH]c2=O)c1C
-1.8	CCCS(=O)(=O)N1CCCC(C(=O)NCCN(CC)c2ccccc2)C1 (stereo not drawn)
0.1	Cc1nc(NC(=O)COC(=O)/C=C/c2ccco2)c(Cl)cc1Cl
-2.0	CCC(=O)n1nc(-c2ccccc2)nc1SCC(=O)Nc1ccc(C)cc1
-0.4	Cc1cc(C(=O)Nc2c(C)n(C)n(-c3ccccc3)c2=O)cs1
-0.1	O=C(CCn1c(=O)c2ccccc2n(CC(=O)N2CCN(c3ccccc3)CC2)c1=O)NCc1ccco1
-0.5	Cc1ccc(S(=O)(=O)N2CCN(C(=O)Cn3c(=O)cnc4ccccc43)CC2)cc1
-1.0	Cc1ccc(S(=O)(=O)N2CCOCC2)cc1NC(=O)c1cc2c(s1)CCC2
-1.0	O=C(c1c[nH]c(=O)n(-c2ccccc2)c1=O)N1CCc2ccccc21
2.2	CC[C@H](C)[C@H](NC(=O)c1ccccc1)C(=O)Nc1ccc(S(=O)(=O)Nc2cc(C)nc(C)n2)cc1
-0.4	O=S(=O)(c1ccc(S(=O)(=O)N2CCOCC2)cc1)N1CCCC1
-0.8	CCOC(=O)c1c(C=O)c(C)n(Cc2ccc(C)cc2)c1C
2.5	CC(OC(=O)CCCN=C1NS(=O)(=O)c2ccccc21)C(=O)N(C)c1ccccc1 (stereo not drawn)
-0.9	Nc1ccccc1-c1nnc(-c2ccccc2N)n1N

# Four records picked at random from those above, as already listed:
TTR transcr act	SMILES
-0.8	CCOC(=O)c1c(C=O)c(C)n(Cc2ccc(C)cc2)c1C
-0.4	Cc1cc(C(=O)Nc2c(C)n(C)n(-c3ccccc3)c2=O)cs1
-0.6	Cc1cccc(-n2ccnc2SCC(=O)c2c(N)n(C3CC3)c(=O)[nH]c2=O)c1C
-2.0	CCC(=O)n1nc(-c2ccccc2)nc1SCC(=O)Nc1ccc(C)cc1

# (cont.)
TTR transcr act	SMILES
4.4	Cc1cc(=O)[nH]c(N/N=C/c2ccc(OC(=O)c3cccnc3)cc2)n1
-1.4	CC(=O)N1CC(C)c2scc(C)[n+]2-c2ccccc21 (stereo not drawn)
-1.2	COC(=O)[C@@H]1C[C@H]2CC[C@H](O)C[C@H]2N1Cc1ccc(C)s1
-0.7	COc1ccc(-n2c(C)nc(N)c2C(=O)c2ccccc2)cc1
-1.3	O=C(CCCN1C(=O)c2cccc3cccc(c23)C1=O)NCc1cccnc1
2.2	Cc1c(Cl)c([N+](=O)[O-])nn1CCCC(=O)NC(C)c1ccccc1 (stereo not drawn)
-0.4	Cc1ccc(S(=O)(=O)N2CCOCC2)cc1C(=O)N1CCCC1
-0.3	O=C1c2ccccc2C(=O)N1c1nccs1
-0.5	O=C(Cc1ccc(Br)cc1)N1CCCC1
1.2	CCOC(=O)c1c(NC(=O)CSc2nncn2C)sc(C)c1C
0.3	CCCCNCCOCCOc1ccc(Cl)cc1Br
-5.5	Nc1nnnn1/N=C/c1cc(Cl)cc(Cl)c1OCc1ccc(Cl)cc1Cl
2.9	COC(=O)c1ccc(Cn2nc(C)cc2C)cc1
0.5	CC1CCN(C(=O)CCN2C(=O)/C(=C/c3cccs3)SC2=S)CC1
-1.5	Cn1ncc2c(NNC(=O)c3ccc(O)cc3)ncnc21

# Four entries already listed, sorted by SMILES length, rising:
TTR transcr act	SMILES
0.3	CCCCNCCOCCOc1ccc(Cl)cc1Br
0.5	CC1CCN(C(=O)CCN2C(=O)/C(=C/c3cccs3)SC2=S)CC1
2.2	Cc1c(Cl)c([N+](=O)[O-])nn1CCCC(=O)NC(C)c1ccccc1 (stereo not drawn)
4.4	Cc1cc(=O)[nH]c(N/N=C/c2ccc(OC(=O)c3cccnc3)cc2)n1

# (further entries)
TTR transcr act	SMILES
1.8	Fc1ccc(Nc2ncnc3sc4c(c23)CCC4)cc1F
-0.4	Cc1ccc(S(=O)(=O)N2CCCCC2)cc1NC(=O)COC(=O)c1ccc2c(c1)OCO2
-0.6	C/C=C/c1ccc(OCCCCOc2ccccc2C(C)=O)c(OC)c1
6.0	O=C(NCc1ccco1)C(c1ccccc1)N(CC1CCCO1)C(=O)Cn1nnc2ccccc21 (stereo not drawn)
1.3	CC(C)(C)OC(=O)N1CCC(c2c(C(=O)NCC3CCN(C4CCCC4)C3)cnn2-c2ccccc2Cl)CC1 (stereo not drawn)
3.4	O=C(Cc1ccccc1)NCCCNC(=O)Cc1ccccc1
-0.2	O=C(NCCc1c[nH]c2ccccc12)C(=O)NCC(c1ccco1)N1CCN(c2ccc(F)cc2)CC1 (stereo not drawn)
6.5	Cc1cc(C)c2cc(CN(CCN3CCCC3)C(=O)Nc3ccc(F)cc3)c(=O)[nH]c2c1
-1.0	COc1ccccc1C(=O)NCCC(=O)Nc1ccc(S(=O)(=O)N2CC(C)CC(C)C2)cc1 (stereo not drawn)
2.9	CCCn1nc(Oc2nc(NC(C)C)nc(N(C)C)n2)ccc1=O
-0.9	CC(C)OCCCN(CC(O)c1ccccc1)CC(O)c1ccccc1 (stereo not drawn)
-1.7	CN1OC[C@@H]2CN(Cc3ccc(Cl)cc3)[C@H](c3cccc(Br)c3)C[C@@H]21
-0.4	CC(C)(C)[C@H]1C=C(C(=O)Nc2ccccc2)O[C@@H](OCCCCO)C1
2.7	Nn1c(-c2ccccc2)nc2ccccc2c1=O
-0.2	O=C(Nc1ncn[nH]1)c1ccc(Cl)c(S(=O)(=O)Nc2ccc(Cl)cc2)c1
-0.9	Cc1cccc(CSc2ccc3nnc(-c4cccs4)n3n2)c1
-0.4	CC(C)(C)c1ccc(OCC(O)CS(=O)(=O)c2ccccn2)cc1 (stereo not drawn)
-0.5	CCCCCCOC(=O)c1ccc(N)cc1
-0.3	Cc1ccc([C@H]2C[C@@H](n3cc(-c4ccc(F)cc4)nn3)[C@H](O)CN2CC2CCCCC2)cc1
-1.1	COC(=O)CCC(=O)COc1ccccc1C#N
0.8	O=C(CCc1nc2ccccc2[nH]1)N1CCc2ccccc2C1
-0.7	COc1cccc(/C=C2\SC(=S)N(NC(=O)c3ccncc3)C2=O)c1
1.4	COc1ccc(C(=O)NC(=S)Nc2cccnc2)cc1OC
-1.8	CC(C)NC(=O)NC(=O)CSc1ccccc1F
0.2	Cc1ccc(-c2csc3nnc(SCC(=O)N4CCN(Cc5ccccc5)CC4)n23)cc1
2.3	O=C(O)CCn1cnc2ccccc2c1=O
-1.3	C=CCS(=O)(=O)c1cccc2cccnc12
7.7	Cc1ccc(OCc2ccc(C(=O)O)o2)c([N+](=O)[O-])c1
0.5	Cc1ccccc1NC(=O)CSCc1cc(=O)n2ccsc2n1
-2.3	O=C(O)c1ccc2nc(-c3ccccc3)c(-c3ccccc3)nc2c1
-1.4	O=C1N=C(N2CCOCC2)S/C1=C/c1cccs1
1.0	CCOc1ccc(C(=O)NCc2ccncc2)cc1OCC
4.2	O=C(C1CCN(S(=O)(=O)c2cccs2)CC1)N(c1ccccn1)C1CCCCC1
-1.5	O=C(Cn1cnc2ccccc21)Nc1ccccc1-c1ccccc1
1.1	CC(C)n1c(SCC(=O)NCc2ccco2)nnc1C1CC1
-4.8	Cc1ccc(NC(=O)CC(C)c2ccccc2)cc1S(=O)(=O)N1CCOCC1 (stereo not drawn)
2.8	COc1ccc(C(=O)OCC(=O)NC2CC2)cc1S(=O)(=O)N1CCOCC1
3.9	O=C1/C(=C/c2ccc(F)cc2)SC(=S)N1N1CCOCC1
-2.7	Oc1ccc(N=Nc2c(O)ccc3ccccc23)cc1
-0.3	O=c1c2cc(N3CCOCC3)ccc2[nH]c(=S)n1CCCN1CCCCCC1
0.0	COc1ccc(S(=O)(=O)N2CCOCC2)cc1NC(=O)CSc1nnc(C2CC2)n1C
0.9	CC(C)NC(=O)OC[C@@H]1CSCCS(=O)(=O)N1
1.6	CCCNc1nc2c(c(=O)n(C)c(=O)n2C)n1Cc1cccc(C)c1
2.6	CC(CC(=O)Nc1ccncc1)c1ccccc1 (stereo not drawn)
2.2	COc1ccc(CCNC(=O)CCN2C(=O)C3CC=CCC3C2=O)cc1OC (stereo not drawn)
2.3	CN1CCN(c2ccc(NC(=O)CN3CCOCC3)cc2F)CC1
-1.2	Cc1cc(C)nc(N2CCCC(C(=O)Nc3cc(F)ccc3C)C2)n1 (stereo not drawn)
0.4	O=C(NCc1ccc(Cl)cc1)c1cc(-c2cccs2)on1
-0.6	CC(N=C1NS(=O)(=O)c2ccccc21)C(=O)NCc1ccc2c(c1)OCO2 (stereo not drawn)
-2.5	Cc1ccccc1CN1CCCCC(NC(=O)Nc2ccccc2F)C1=O (stereo not drawn)
0.2	CCCN1C(=O)C(NC(C)=O)c2ccccc21 (stereo not drawn)
-2.3	Cc1ccc(C2N(c3ccccc3)C(=O)N3CCCN23)cc1 (stereo not drawn)
3.7	NS(=O)(=O)c1ccc(CCNC(=O)C2CCC(CNS(=O)(=O)c3ccc(Br)s3)CC2)cc1 (stereo not drawn)
-0.5	Fc1cccc(-c2cncc(N3CCN(CCN4CCCC4)CC3)n2)c1
5.0	C/C(=C1/SC(N2CCOCC2)=NC1=O)c1ccc(Br)cc1
-0.7	COc1ccc(OC)c(NC(=O)N[C@H](Cc2ccccc2)C(=O)NN)c1
1.4	NC(=O)CSc1nnc(-c2cnccn2)n1Cc1ccco1
-1.0	COc1ccc(OC)c(S(=O)(=O)Nc2c(C)nn(C)c2C)c1
-0.4	CCC(Cc1ccccc1)NC(=O)C1CCC(CNc2c(N3CCCC3)c(=O)c2=O)CC1 (stereo not drawn)
-0.6	CO[C@H]([C@H](C)/C=C/N(C)C=O)[C@@H](C)C(=O)CC[C@H](C)[C@H](O)[C@H](C)[C@H]1OC(=O)/C=C/C(C)=C/C[C@H](O)C[C@@H]2C=CC[C@@H](C[C@H](OC)[C@@]3(CO3)[C@@H](OC)C[C@@H](OC)[C@@H]1C)O2

# (cont.)
TTR transcr act	SMILES
-0.8	O=C(c1cccs1)N1CCN=C1SCc1ccc(F)cc1
-0.9	CCOc1ccc(CN(C)CC(=O)Nc2ccccc2C(=O)NC2CC2)cc1
0.0	Cc1ncc(CC(=O)n2cc(C(=O)c3cc(F)ccc3O)cn2)s1
1.5	Fc1cccc(CN2CCN(c3ncccn3)CC2)c1
-0.5	O=C(NC1CC1)c1cccc(NC(=O)C2CCC2)c1
-3.6	CN(C)c1ccc(-c2csc(C(C)(O)c3cccc(F)c3)n2)cc1 (stereo not drawn)
0.0	COc1ccc(C(=O)COC(=O)C2CCC(=O)N2)cc1 (stereo not drawn)
-0.4	Cc1cc(NC(=O)CSc2nc3cc(Cl)ccc3c(=O)n2Cc2ccco2)no1
-0.8	O=C(O)c1ccc(S(=O)(=O)NC2CCCCCC2)cc1
0.9	COC(=O)[C@]12C[C@H](CC(=O)N3CCCCC3)C(=O)N(CCc3ccc(OC)c(OC)c3)C1=C[C@H](C(C)C)O[C@@H]2C1CC1
-4.5	CCC(C)c1ccc(-c2cc(C(=O)OCC(=O)Nc3cc(C)on3)c3ccccc3n2)cc1 (stereo not drawn)
0.5	Cc1cccc(N2CN=C3SCC(=O)N3C2)c1
-0.6	COc1cccc(CN2CCN(c3cccc(C(F)(F)F)c3)CC2)c1OC
-2.2	CC(=O)NC(=S)Nc1ccc(-c2nc3ccc(C)cc3s2)cc1
-0.4	C[C@H]1CN(Cc2ccccc2)C(=O)[C@@H]1CC(=O)Nc1ccccc1
-0.5	CCOC(=O)c1c(C)[nH]c(C(=O)OCC(=O)Nc2ccc(OC)c(Cl)c2)c1C
1.0	CS(=O)(=O)Nc1nnc(SCC(=O)Nc2cccc([N+](=O)[O-])c2)s1
-0.8	O=C(CCSCc1ccc(Cl)cc1)NCCc1ccccc1
-1.5	COc1ccc(N(C)S(=O)(=O)c2cccc(C(=O)Nc3ccc4c(c3)OCCO4)c2)cc1
-0.7	CC(=O)Nc1ccccc1OCc1nnc(-c2cccs2)o1
2.8	O=C(c1cc(-c2cccs2)on1)N1CCCc2ccccc21
0.7	CCN(CC)CC(C)OC(=O)c1ccccc1Cl (stereo not drawn)
2.6	c1ccc(C[C@H]2CN=C(Nc3ccccc3)N2CCCC2CCCCC2)cc1

# Assay outcomes deposited in PubChem by The Scripps Research Institute Molecular Screening Center.
